# Source: PubChem BioAssay
# CHRM4 antagonist: antagonists of human muscarinic M4 receptor (CHRM4). P08173. CHO-hM4 cells, ACh EC80, Fluo-8 calcium fluorescence. inhibition, % at 3 µM. 0.73% of 360,000 active. AID 624125;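 active = inhibition above its plate's cutoff, the mean inhibition of sample wells plus 3 SD, cut at about 27% in these data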;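 note: 0% = acetylcholine EC80 with DMSO and 100% = DMSO without agonist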
# CHRM5 PAM: potentiates acetylcholine response at human M5 receptor. AID 624038. 0.3% of 360,000 active. P08912. activation, % at 3 µM. CHO-K1 hM5, Fluo-8 calcium, ACh EC20 PAM; 0% = ACh EC20, 100% = ACh EC100;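 active = activation above the run cutoff, the mean activation of all test compounds plus 3 SD, cut at about 18% in these data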
# Target sequence (P08912 whole entry, looked up): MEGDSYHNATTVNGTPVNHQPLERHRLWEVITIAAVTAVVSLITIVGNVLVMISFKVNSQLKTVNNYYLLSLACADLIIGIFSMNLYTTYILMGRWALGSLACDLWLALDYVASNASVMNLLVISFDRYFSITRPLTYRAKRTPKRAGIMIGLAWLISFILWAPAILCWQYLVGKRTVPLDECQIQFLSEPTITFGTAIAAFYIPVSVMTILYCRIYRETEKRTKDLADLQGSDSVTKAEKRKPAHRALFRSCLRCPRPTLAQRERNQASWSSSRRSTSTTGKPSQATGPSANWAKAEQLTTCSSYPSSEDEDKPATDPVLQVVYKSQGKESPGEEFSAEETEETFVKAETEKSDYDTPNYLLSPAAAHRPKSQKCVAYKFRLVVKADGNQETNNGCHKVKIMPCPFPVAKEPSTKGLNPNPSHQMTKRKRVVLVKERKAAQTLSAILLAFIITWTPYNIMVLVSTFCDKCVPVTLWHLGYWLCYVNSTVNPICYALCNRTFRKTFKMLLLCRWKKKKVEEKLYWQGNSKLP
#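 System: CHO-K1 hM5 cells. Reagent: acetylcholine, EC20 level. Compound dosing: single dose, 3 µM nominal final test concentration. Timing: Post-acetylcholine fluorescence recording 140 s. Detection: Fluo-8 calcium fluorescence. Read-out: % activation, ACh-normalized. Benchmarks: ACh EC20 and EC100 wells. Repeats: singlicate, one well per test compound.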
# M1 antag: blocks human M1 muscarinic receptor; P11229; CHO-K1 hM1, Fluo-8 calcium fluorescence, ACh EC80 antagonist; inhibition, % at 3 µM; 1.3% of 360,000 active; AID 588852;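 active = percent inhibition above its own plate's cutoff, namely the mean of that plate's compound wells plus 3 SD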;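 note: peak over basal fluorescence ratio during 140 s after agonist addition; 0% = ACh EC80 plus DMSO and 100% = DMSO alone without agonist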
# Target sequence (P11229 whole entry, looked up): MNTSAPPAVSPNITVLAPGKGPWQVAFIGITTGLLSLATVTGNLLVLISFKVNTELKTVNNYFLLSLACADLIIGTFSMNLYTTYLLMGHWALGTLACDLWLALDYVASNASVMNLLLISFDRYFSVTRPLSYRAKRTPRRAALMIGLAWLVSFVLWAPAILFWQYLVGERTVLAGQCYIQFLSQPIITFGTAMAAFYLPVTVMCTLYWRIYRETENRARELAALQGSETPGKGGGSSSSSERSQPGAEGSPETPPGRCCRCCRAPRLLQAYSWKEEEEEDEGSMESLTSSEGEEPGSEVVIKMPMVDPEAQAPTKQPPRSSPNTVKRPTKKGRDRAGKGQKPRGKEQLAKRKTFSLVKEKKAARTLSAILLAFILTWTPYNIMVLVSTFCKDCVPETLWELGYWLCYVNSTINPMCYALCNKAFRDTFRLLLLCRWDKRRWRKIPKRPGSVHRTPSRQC
# CRFR2-BP ag: agonists of human CRF-binding protein/CRF-R2 receptor complex. HEK293 CRF-R2/CRF-BP, calcium dye fluorescence (FLIPR); percent of saturating CRF peptide response. 0.46% of 350,000 active. activation, % at 13.2 µM. AID 588473;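 active = activation of at least 50%, plus an integration ratio under a set limit after plate pattern correction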;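 note: plate controls were neutral control wells without compound for no effect and CRF at EC100 for full effect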
# M5 antag: blocks acetylcholine activation of human M5 receptor. CHO-hM5 cells, Fluo-8 calcium fluorescence, ACh EC80. 0.59% of 360,000 active. inhibition, % at 3 µM. P08912;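 active = inhibition above a per-plate cutoff, the mean of that plate's test compounds plus 3 SD, cut at about 27% in these data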;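 note: 0% = acetylcholine EC80 with DMSO and 100% = DMSO without agonist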
# M4 PAM: potentiates acetylcholine response at human M4 receptor; P08173; CHO-K1 hM4/Gqi5, Fluo-8 calcium fluorescence, ACh EC20; 0% = ACh EC20, 100% = maximal ACh; activation, % at 3 µM; 0.4% of 360,000 active;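 active = activation above its plate's cutoff, the mean activation of sample wells plus 3 SD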; note: some results filed as inactive read as strong as hits
# CHRM5 agonist: agonists of human muscarinic M5 receptor (CHRM5); P08912; CHO-K1 hM5 cells, Fluo-8 calcium fluorescence; 0% DMSO wells, 100% maximal acetylcholine response; activation, % at 3 µM; 0.19% of 360,000 active;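 active = activation above the run's mean over test compounds plus 3 SD, cut at about 23% in these data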;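 note: signal is peak over basal fluorescence ratio across the kinetic read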
# M4 ag: agonists of human muscarinic M4 receptor (CHRM4); P08173; 0.14% of 360,000 active; activation, % at 3 µM; CHO-K1 hM4/Gqi5, Fluo-8 calcium fluorescence; vehicle 0%, full acetylcholine response 100%;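 active = activation above the run mean over all test wells plus 3 SD, cut at about 32% in these data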;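 note: peak over basal fluorescence ratio per well then scaled between controls; 0% = DMSO wells and 100% = acetylcholine at EC100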
# M1 PAM: potentiates human M1 receptor response to acetylcholine; P11229; CHO-K1 hM1, Fluo-8 calcium fluorescence, ACh EC20; 0% = ACh EC20, 100% = maximal ACh; activation, % at 3 µM; 0.088% of 360,000 active; AID 588819; in the data active = activation above about 19%, passing the limit was not always enough
# * = called active by the depositor; / = no result given.
[1] O=C1CC(C(=O)NC2CCCCC2)C(c2ccccc2)O1 (stereo unspecified)
[2] Cc1[nH]n(-c2ccccc2)c(=O)c1N=Nc1ccc(F)cc1
[3] C=CCSC1=C(C#N)C(c2ccccc2OCC)CC(=O)N1 (stereo unspecified)
[4] Cc1nc(N2CCOCC2)c(C#N)c(C)c1Br
[5] Cc1cccc(N2CCN(S(=O)(=O)c3ccc4[nH]c(=O)ccc4c3)CC2)c1C
[6] CC/C(=N\NC(N)=O)c1ccc(OC)c(OC)c1
[7] O=c1c2ccccc2n(CC(O)CN2CCOCC2)c2ccccc12 (stereo unspecified)
[8] Cc1ccc(NC(=O)CN(C)C2CCCCC2)cc1Br

entry no.	1	2	3	4	5	6	7	8
CHRM4 antagonist	-10	-3	0	6	1	-4	-4	-4
CHRM5 PAM	8	2	-1	5	-10	3	0	5
M1 antag	-25	-9	-16	-14	25	-12	-19	-10
CRFR2-BP ag	0.2	-1.0	-0.5	-5.0	0.6	-0.5	-0.7	1.0
M5 antag	-14	9	1	-8	0	4	5	2
M4 PAM	9	5	2	-3	-5	-2	-1	2
CHRM5 agonist	-3	-4	3	-2	4	5	-1	-5
M4 ag	1	0	2	1	12	1	0	0
M1 PAM	0	9	8	-3	-15	10	11	8

[9] O=C(NCCN1CCOCC1)c1ccc2c(c1)N(Cc1ccccc1)C(=O)c1ccccc1S2
[10] CCn1cc(C(=O)NCCC(C)C)c(=O)c2cc(S(=O)(=O)N3CCCCC3)ccc21
[11] O=C(O)Cc1ccc(-c2ccccc2-c2ccccc2)cc1
[12] COc1ccc(-n2c(=O)cc(N3CCN(c4ccccc4)CC3)[nH]c2=O)cc1
[13] CN(Cc1ccccc1)S(=O)(=O)c1csc(C(N)=O)c1
[14] COc1ccc(NC(=O)CSc2ccc(-c3ccco3)nn2)cc1OC
[15] CCOC(=O)C1CN(S(=O)(=O)c2ccc(C)cc2)CCN1S(=O)(=O)c1ccc(C)cc1 (stereo unspecified)
[16] CCN(CC)CCNC(=O)c1cc([N+](=O)[O-])c(N(C)C)cc1OC

entry no.	9	10	11	12	13	14	15	16
CHRM4 antagonist	-6	2	1	-9	-15	0	-6	-4
CHRM5 PAM	7	2	0	0	-3	-6	0	3
M1 antag	10	4	-28	0	-8	-8	-19	-13
CRFR2-BP ag	0.4	-2.3	-0.9	0.2	-1.1	0.2	6.1	1.2
M5 antag	-9	-4	0	-4	-11	-2	-2	-5
M4 PAM	7	0	11	-2	8	-2	8	4
CHRM5 agonist	-4	-2	0	-1	-1	1	1	-3
M4 ag	1	1	1	1	4	5	1	0
M1 PAM	-1	6	5	-2	5	3	0	7

# Random excerpt: three records from the list.
[12] COc1ccc(-n2c(=O)cc(N3CCN(c4ccccc4)CC3)[nH]c2=O)cc1
[2] Cc1[nH]n(-c2ccccc2)c(=O)c1N=Nc1ccc(F)cc1
[13] CN(Cc1ccccc1)S(=O)(=O)c1csc(C(N)=O)c1

entry no.	12	2	13
CHRM4 antagonist	-9	-3	-15
CHRM5 PAM	0	2	-3
M1 antag	0	-9	-8
CRFR2-BP ag	0.2	-1.0	-1.1
M5 antag	-4	9	-11
M4 PAM	-2	5	8
CHRM5 agonist	-1	-4	-1
M4 ag	1	0	4
M1 PAM	-2	9	5

# Results in M1 PAM, M5 antag and CHRM5 agonist, for 2 of the compounds above:
No.	mol	M1 PAM	M5 antag	CHRM5 agonist
12	COc1ccc(-n2c(=O)cc(N3CCN(c4ccccc4)CC3)[nH]c2=O)cc1	-2	-4	-1
13	CN(Cc1ccccc1)S(=O)(=O)c1csc(C(N)=O)c1	5	-11	-1

# Carrying on.
[17] Cc1cc(C)c2c(N)c(C(=O)N/N=C/c3cccnc3)sc2n1
[18] O=[N+]([O-])c1ccc(/C=N/Nc2ccc3ccccc3c2)o1
[19] CSc1ccc(/C=C2\CCn3c2nc2cc(C(=O)O)ccc2c3=O)cc1
[20] COCC(C)n1c(SCC(=O)NC2CCCCC2C)nc2ccccc2c1=O (stereo unspecified)
[21] Cc1ccc(S(=O)(=O)N2CCOCC2)cc1C(=O)OCC(=O)c1c(N)n(C)c(=O)n(C)c1=O
[22] CSc1cccc(NC(=S)NC(=O)c2cccnc2)c1
[23] CN(C)CCOC1c2ccccc2-c2ccccc21
[24] O=C(CCn1nnnc1CN1CCOCC1)N1CCC(c2ccccc2F)C1 (stereo unspecified)

entry no.	17	18	19	20	21	22	23	24
CHRM4 antagonist	-6	8	-6	-2	-9	0	3	-3
CHRM5 PAM	-3	-11	0	3	0	-1	-13	3
M1 antag	-12	13	-13	-3	-11	-4	13	2
CRFR2-BP ag	-0.2	3.3	-1.7	-1.4	3.7	-2.9	0.9	0.3
M5 antag	4	20	1	4	-6	1	9	-4
M4 PAM	-2	-6	5	12	7	5	-8	1
CHRM5 agonist	-4	13	-3	3	2	0	-27	-3
M4 ag	0	5	0	0	8	0	0	3
M1 PAM	10	-6	8	5	3	5	-16	0

[25] CCN(CC)c1ccc(Nc2nc(N3CCOCC3)c3ccccc3n2)cc1
[26] CCN(Cc1nc2ccccc2c(=O)[nH]1)C(=O)COc1ccccc1-c1ccccc1
[27] Cc1cc(C)n(CC(=O)NC2C(=O)N3C(C(=O)O)=C(CSc4nnc(C)s4)CSC23)n1 (stereo unspecified)
[28] O=C(c1cnn(-c2ccc(Cl)cc2)c1)c1ccccc1O
[29] O=C(Nc1ncc2c(n1)CC(c1ccc(Cl)cc1)CC2=O)c1ccco1 (stereo unspecified)
[30] COc1ccc(-c2ccc3c(c2)S(=O)(=O)c2cccc(C(=O)NC[C@@H]4CCCO4)c2C3=O)cc1OC
[31] Cc1cccc(NC(=O)CN2C(=O)CSC2=O)c1
[32] N#Cc1cn(-c2ccccc2)nc1-c1cc2ccccc2oc1=O

entry no.	25	26	27	28	29	30	31	32
CHRM4 antagonist	20	-2	-2	1	0	7	-5	-11
CHRM5 PAM	-15	4	1	-1	5	-21	0	2
M1 antag	5	-2	-5	-1	-12	29	-1	-12
CRFR2-BP ag	-2.3	2.7	-0.8	2.3	-1.4	0.9	0.1	-0.8
M5 antag	30*	1	-1	1	-7	6	9	-4
M4 PAM	-21	-2	16	2	3	-11	1	7
CHRM5 agonist	-5	0	-4	-2	0	5	1	-2
M4 ag	7	8	1	2	1	25	2	1
M1 PAM	-9	4	6	4	7	-12	4	-9

[33] CCOc1ccc(N2C(=O)c3ccc(C(=O)OCC(=O)N(CC)C4CCS(=O)(=O)C4)cc3C2=O)cc1 (stereo unspecified)
[34] COc1ccc(-c2ccc(C(=O)NCc3ccc(N(C)C)cc3)c3occc23)c(C)c1
[35] CN(C(=O)CSc1nnnn1-c1ccccc1)C1CCCCC1
[36] CCCOc1ccc(-c2csc3ncn(Cc4ccc(C(=O)O)cc4)c(=O)c23)cc1
[37] COc1cccc(CNc2ccc(F)c([N+](=O)[O-])c2)c1O
[38] COc1ccccc1Cn1c(C)c(C(=O)NCc2ccco2)sc1=O
[39] CCOc1ccc(NC(=O)CSc2nc3ccsc3c(=O)n2CCCCC(=O)O)cc1
[40] CC(=O)N1CCN(c2ccc(NC(=O)c3cccc([N+](=O)[O-])c3)cc2)CC1

entry no.	33	34	35	36	37	38	39	40
CHRM4 antagonist	2	3	-2	6	68*	-5	-5	-5
CHRM5 PAM	1	-6	-6	3	-8	-2	3	0
M1 antag	-3	7	-2	-6	90*	-6	-7	-8
CRFR2-BP ag	0.5	/	-0.7	0.7	-0.9	/	-1.6	-1.0
M5 antag	-4	6	-2	4	13	3	0	1
M4 PAM	-1	-3	-5	-4	-7	4	3	-7
CHRM5 agonist	2	0	-2	-3	1	-2	0	-3
M4 ag	1	0	1	1	7	0	1	2
M1 PAM	4	-8	4	3	-15	6	5	4

# Sorted by molecular weight (lowest first): some entries from above
[37] COc1cccc(CNc2ccc(F)c([N+](=O)[O-])c2)c1O
[35] CN(C(=O)CSc1nnnn1-c1ccccc1)C1CCCCC1
[36] CCCOc1ccc(-c2csc3ncn(Cc4ccc(C(=O)O)cc4)c(=O)c23)cc1
[33] CCOc1ccc(N2C(=O)c3ccc(C(=O)OCC(=O)N(CC)C4CCS(=O)(=O)C4)cc3C2=O)cc1 (stereo unspecified)

entry no.	37	35	36	33
CHRM4 antagonist	68*	-2	6	2
CHRM5 PAM	-8	-6	3	1
M1 antag	90*	-2	-6	-3
CRFR2-BP ag	-0.9	-0.7	0.7	0.5
M5 antag	13	-2	4	-4
M4 PAM	-7	-5	-4	-1
CHRM5 agonist	1	-2	-3	2
M4 ag	7	1	1	1
M1 PAM	-15	4	3	4

# (next part)
[41] O=C1NC[C@H](Cc2ccc(O)cc2)N(C[C@@H]2CCCN2C[C@H](Cc2ccc(O)cc2)N2C[C@H](Cc3ccccc3)N(CC3CCCCC3)C(=O)C2=O)C1=O
[42] O=C(N/N=C/C(Br)=C/c1ccccc1)c1cccs1
[43] CN(C)c1ccc(/C=C(/NC(=O)c2ccccc2)C(=O)N2CCCC2)cc1
[44] O=C(OCC(=O)N1CCOCC1)c1ccc2[nH]c3c(c2c1)CCCC3
[45] Cc1cc(C)nc(NC(=O)c2cc(-c3ccc4c(c3)OCO4)nc3ccccc23)c1
[46] Nc1nnnn1/N=C\c1ccc(Cl)c([N+](=O)[O-])c1
[47] CNC(=O)c1c(NC(=O)CCS(=O)(=O)c2ccc(Cl)cc2)sc2c1CCN(C(=O)OC)C2
[48] CC(=O)Oc1c(Cl)cc(Cl)cc1/C=C/c1ccc2ccccc2n1

entry no.	41	42	43	44	45	46	47	48
CHRM4 antagonist	-5	0	14	-1	-19	1	1	5
CHRM5 PAM	-4	-2	1	4	-3	-5	5	-9
M1 antag	/	-3	-10	2	4	2	-6	10
CRFR2-BP ag	/	-1.3	8.8	-0.3	5.7	0.5	1.1	15
M5 antag	-2	-1	18	-2	-5	10	3	4
M4 PAM	14	3	-10	-10	-5	19	-4	0
CHRM5 agonist	4	-1	2	-2	0	4	-2	0
M4 ag	1	0	5	0	4	-1	1	-1
M1 PAM	/	13	9	-5	-2	4	4	-2

[49] O=C1C=C(Nc2ccccc2)c2ccccc2C1=O
[50] COC(=O)C1=C(C)Nc2c(c(=O)n(C)c(=O)n2C)C1c1ccc(Cl)cc1 (stereo unspecified)
[51] CCn1c(-c2cccn(Cc3ccc(Cl)cc3Cl)c2=O)n[nH]c1=S
[52] COCCNc1nc(NCCOc2ccccc2Cl)c2sccc2n1
[53] Cc1ccc(NC(=O)CCCCCN2C(=O)c3ccccc3C2=O)nc1
[54] COc1cc(/C=N/NC(=O)c2cc[n+]([O-])cc2)cc(OC)c1OC

entry no.	49	50	51	52	53	54
CHRM4 antagonist	5	-2	-4	-9	-11	-1
CHRM5 PAM	6	-1	-9	-18	5	4
M1 antag	1	3	0	26	-12	-10
CRFR2-BP ag	-2.2	0.2	-3.2	/	0.7	-2.3
M5 antag	-3	4	-1	9	-8	-4
M4 PAM	0	7	2	-11	1	3
CHRM5 agonist	1	-4	-1	3	-2	3
M4 ag	2	1	6	19	2	1
M1 PAM	3	2	-8	-22	13	6
